Cdc42 wt: modulators (inhibitors or activators) of GTP binding to human Cdc42 wildtype; GST-Cdc42 beads, Bodipy-GTP binding, flow cytometry; actives lie on both sides; percent activity (GTP binding), % at 10 µM; actives 0.2% (n = 190,000); AID 761;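 active = percent activity GTP binding at least 20 points away from the 100% baseline, either down as inhibitor or up as activator; inconclusive = compound flagged as likely green fluorescent from well-wide comparison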;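 note: median bead fluorescence of bound Bodipy-FL-GTP at 100 nM; 0% = excess unlabeled GTP control and 100% = no compound control; below 100% means less GTP binding so inhibitor and above means activator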
Target sequence (P60953 whole entry, looked up): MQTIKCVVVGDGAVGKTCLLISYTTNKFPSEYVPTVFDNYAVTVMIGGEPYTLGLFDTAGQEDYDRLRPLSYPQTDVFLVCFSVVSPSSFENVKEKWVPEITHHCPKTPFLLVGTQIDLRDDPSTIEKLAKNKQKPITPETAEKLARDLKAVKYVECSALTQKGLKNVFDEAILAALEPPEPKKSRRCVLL
Bim-Bcl-2: inhibitors of Bim-Bcl-2 interaction, human. Bead-based flow cytometry, Bim peptide-Bcl-2 binding. inhibition, % at 10 µM. actives 0.06% (n = 190,000). AID 950; in the data active = inhibition above about 40%; inconclusive = no clear call, values can overlap the other calls;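 note: 0% = no compound wells with probe peptide and 100% = reference peptide inhibitor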
Target sequence (P10415 whole entry, looked up): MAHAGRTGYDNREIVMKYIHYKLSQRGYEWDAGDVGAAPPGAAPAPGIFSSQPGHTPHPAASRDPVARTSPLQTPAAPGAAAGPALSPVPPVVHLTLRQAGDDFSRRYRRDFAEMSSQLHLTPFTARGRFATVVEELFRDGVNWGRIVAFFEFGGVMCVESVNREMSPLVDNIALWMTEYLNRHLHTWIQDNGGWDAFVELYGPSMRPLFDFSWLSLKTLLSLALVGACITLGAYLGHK
Rac1 wt GTP bind: human Rac1 wildtype GTP binding, inhibitors and activators; GTP binding activity (% of control), % at 10 µM; P63000; actives 0.27% (n = 190,000); GST-Rac1 beads, fluorescent GTP binding, flow cytometry; actives lie on both sides; 0 = cold GTP competed, 100 = untreated;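 active = GTP binding activity at least 20 points away from the 100% control level, either lower or higher; inconclusive = compound flagged as likely green fluorescent, judged across all proteins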
Rac1 mut GTP: human Rac1 activated mutant GTP binding change; P63000; GST-Rac1 activated beads, fluorescent GTP binding, flow cytometry; actives lie on both sides; 100% means binding = to untreated wells; percent activity (GTP binding), % at 10 µM; actives 0.11% (n = 190,000); AID 764;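 active = GTP binding at least 20 percentage points away from the 100% baseline, in either direction, so actives lie on both sides; inconclusive = Compound likely fluorescent itself, or too few beads counted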
HRas wt GTP: modulators of GTP binding to human HRas wildtype | P01112 | GST-Ras wt beads, Bodipy-FL-GTP binding, flow cytometry; actives lie on both sides | GTP binding activity, % at 10 µM | actives 0.14% (n = 190,000) | AID 759;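 active = GTP binding activity at least 20% away from the 100% baseline, either lowered as inhibitor or raised as activator; inconclusive = flagged as likely green fluorescent, judged across all proteins in the well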;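 note: 0% = unlabeled GTP competition control and 100% = no-compound control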
Target sequence (P01112 whole entry, looked up): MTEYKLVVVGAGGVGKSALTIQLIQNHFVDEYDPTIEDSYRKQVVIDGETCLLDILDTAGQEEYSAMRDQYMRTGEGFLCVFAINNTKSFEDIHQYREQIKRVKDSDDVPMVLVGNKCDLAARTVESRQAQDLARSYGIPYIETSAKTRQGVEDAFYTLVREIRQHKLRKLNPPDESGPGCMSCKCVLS
Rab7 wt modul: alters GTP binding to wildtype dog Rab7; GTP binding activity (percent of control), % at 10 µM; actives 0.055% (n = 190,000); GST-Rab7 beads, fluorescent GTP binding, flow cytometry; actives lie on both sides; untreated = 100%, excess cold GTP = 0%; AID 758;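 active = fluorescent GTP binding to Rab7 beads changed by at least 20 points from the 100% baseline, either direction, mostly lower; inconclusive = compound itself probably fluorescent, or too few beads counted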;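 note: median green fluorescence of bound Bodipy-FL-GTP per Rab7 bead population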
Rab2 wt GTP: changes GTP binding to wildtype dog Rab2A, up or down. P61105. GST-Rab2 wt beads, Bodipy-GTP binding, flow cytometry. GTP binding activity, % at 10 µM. actives 0.19% (n = 190,000). AID 760;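 active = GTP binding activity at least 20 points away from 100%, either lowered or raised; inconclusive = signal likely due to the compound's own green fluorescence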;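 note: 0% = beads with excess unlabeled GTP and 100% = no-compound control corrected for plate trend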
Bim-Bfl-1: inhibitors of Bim-Bfl-1 interaction, human; AID 1008; inhibition, % at 10 µM; actives 0.12% (n = 190,000); Bead-based flow cytometry, Bim-Bfl-1 binding inhibition;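 note: 0% = wells without compound plus tracer and 100% = blocker peptide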
Bcl-B Bim block: disrupts Bim peptide binding to human Bcl-B. Q9HD36. bead-based flow cytometry. inhibition, % at 10 µM. actives 0.073% (n = 190,000). AID 951;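 note: 0% = tracer peptide without compound and 100% = reference inhibitor peptide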
Bcl-W Bim block: human Bim-Bcl-W interaction inhibition; Q92843; actives 0.02% (n = 190,000); AID 952; bead-based flow cytometry, Bim peptide-Bcl-W binding; inhibition, % at 10 µM;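 note: 0% = bound tracer without compound and 100% = peptide blocker; higher means less fluorescent Bim peptide bound to Bcl-W beads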
Bcl-XL Bim block: disrupts Bim peptide binding to human Bcl-XL. bead flow cytometry, fluorescence. Q07817. AID 1007. inhibition, % at 10 µM. actives 0.04% (n = 190,000)
Target sequence (Q07817 whole entry, looked up): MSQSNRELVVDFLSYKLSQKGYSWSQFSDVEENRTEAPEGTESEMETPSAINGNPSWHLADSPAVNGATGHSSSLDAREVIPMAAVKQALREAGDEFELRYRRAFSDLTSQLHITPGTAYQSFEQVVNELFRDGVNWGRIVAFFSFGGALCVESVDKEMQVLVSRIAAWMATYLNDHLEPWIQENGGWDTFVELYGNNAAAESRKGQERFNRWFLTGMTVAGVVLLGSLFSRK
The depositor's hits bear a star; ? = inconclusive. Cut-off read from the data, not from the text of the source, unless noted: active = inhibition above about 40%.

Cdc42 wt	Bim-Bcl-2	Rac1 wt GTP bind	Rac1 mut GTP	HRas wt GTP	Rab7 wt modul	Rab2 wt GTP	Bim-Bfl-1	Bcl-B Bim block	Bcl-W Bim block	Bcl-XL Bim block	smiles
98	0	101	97	98	95	96	-4	-2	0	-4	O=C(COCC(=O)N/N=C/c1ccccc1F)N/N=C/c1ccccc1F
92	-4	97	94	96	102	95	-5	-1	0	-1	Cc1cc(N)n(-c2nc3ccccc3s2)n1
101	-3	99	92	99	107	102	-2	-3	-1	1	Cc1ccc(CSCc2ccc(C(=O)NCC3CCCO3)o2)cc1 (stereo not given)
96	-3	96	94	94	98	96	-3	0	-4	-2	CCOC(=O)C1=C(C)NC(C)=C(C(=O)OCC)C1/C=C/c1ccccc1
102	-6	107	101	102	101	102	-13	-4	-5	-6	CCN(CC)S(=O)(=O)N1CCC(C(=O)NCC2COc3ccccc3O2)CC1 (stereo not given)
102	-7	99	99	101	100	100	-1	-6	-2	-6	COc1ccccc1NC(=S)NCCc1ccc(Cl)cc1
103	-5	102	95	95	95	97	-14	-11	-2	-4	Cc1sc2ncn(CCn3cnc4sc(C)c(C)c4c3=O)c(=O)c2c1C
103	-9	107	99	99	99	103	-17	-9	-8	-7	CC12CC(NC(=O)N1CCc1ccccc1)c1cc(Cl)ccc1O2 (stereo not given)
107	3	105	100	105	101	101	1	0	3	1	COc1ccccc1-n1ccnc1SCC(=O)NC1CCCC1
107	-2	109	102	104	105	104	-1	0	-1	0	CN(C)S(=O)(=O)c1ccc(NC(=O)COC(=O)c2ccccn2)cc1
92	0	99	97	96	100	96	-4	-2	-1	-2	C[C@@H](C(=O)Nc1nc2ccc(F)cc2s1)N1C(=O)C2CC=CCC2C1=O (stereo not given in full)
99	-8	99	99	102	102	101	-8	-7	1	0	CSCCC(NC(=O)c1ccccc1)C(=O)OCC(=O)Nc1ccc(C)c(Cl)c1 (stereo not given)
97	0	99	97	95	97	93	0	-4	0	-2	Cc1nn(-c2ccccc2)c(C)c1NC(=O)COc1ccc(Cl)cc1Cl
96	-3	101	96	98	99	98	-3	-2	0	2	O=C(COC(=O)c1cccc(S(=O)(=O)N2CCc3ccccc3C2)c1)NCc1ccco1
97	6	97	98	98	95	96	5	4	10	-14	COC(=O)CSc1nc2ccccc2c(=O)n1C
101	-1	102	98	102	108	101	-6	-3	-1	0	O=C(N/N=C/c1ccco1)c1ccc(NC(=O)c2ccccc2Cl)cc1
90	2	90	94	95	100	92	4	4	0	-2	COc1cc(C#N)ccc1OCC(=O)Nc1ccc(C)c(S(=O)(=O)N2CCOCC2)c1
101	-12	105	98	99	102	97	-4	-11	-2	-9	O=C(Nc1ccc2c(c1)oc1ccc(S(=O)(=O)N3CCCC3)cc12)C1CC1
99	-1	98	98	99	95	96	-9	-4	0	-3	CCN1CCN(CCCNC(=O)C2c3ccccc3C(=O)N(C)C2c2ccc(OC)cc2)CC1 (stereo not given)
96	-3	106	94	100	96	97	-4	-1	3	3	CC(C)Cn1c(N2CCN(C(=O)/C=C/c3ccccc3)CC2)nc2ccccc21
102	-1	102	99	103	100	101	3	3	1	2	CC(C)(C)n1ncc2c(=O)n(Cc3ccc(Cl)cc3Cl)cnc21
99	0	99	100	100	101	100	0	1	1	-5	Cn1c(N)c(C(=O)COC(=O)C2CCC(C(C)(C)C)CC2)c(=O)n(C)c1=O (stereo not given)
99	-1	100	99	99	100	100	1	1	-1	1	Cn1c(=O)c2c(nc(CN3CCN(C(=O)c4ccco4)CC3)n2Cc2ccccc2)n(C)c1=O
94	-10	102	98	102	103	100	-4	-10	-5	-8	c1ccc2c(c1)nnn2CNc1nccs1
102	-7	103	100	103	101	101	-7	-11	-5	-13	O=C1c2ccccc2C(O)(c2ncc[nH]2)N1C1CCCCC1 (stereo not given)
91	-3	92	93	94	90	91	3	4	-2	-2	C/C(=N\Nc1ccc([N+](=O)[O-])cc1)c1cc2ccccc2o1
94	2	97	94	96	98	94	1	2	0	1	Cc1c(Cl)cccc1NC(=O)CSC(N)=O
94	0	96	94	97	109	96	-5	-7	-3	-5	CC(C)N=C1CC(C)(C)CC(=O)/C1=C(/O)CCCN1C(=O)c2ccccc2C1=O
98	-3	101	96	94	101	98	-7	-5	-5	-5	CCN(CC)C(=O)C(=O)N/N=C/c1ccc(Cl)cc1Cl
77*	2	75*	89	80	99	81	0	6	9	11	O=C(CSc1ccccc1)Nc1ccc(C(=O)Nc2cccc(O)c2)cc1
100	-5	105	102	99	98	96	-6	-6	-3	-2	Cc1ccc(NC(=O)c2ccncc2)cc1S(=O)(=O)N(C)C
95	-2	93	93	95	92	95	-4	2	-2	-3	CCCCCCN=C(C)C1=C(O)C(C(=O)OC)C(C)(C)CC1=O (stereo not given)
98	0	101	97	101	102	98	-4	2	0	-1	Cc1cc(C)cc(N(C(=O)c2csnn2)C(C(=O)NC(C)(C)C)c2ccccn2)c1 (stereo not given)
91	0	95	94	94	98	93	-4	3	2	1	O=C(Nc1ccc2c(c1)OCCO2)c1ccc(Br)c(S(=O)(=O)N2CCOCC2)c1
103	5	102	103	100	97	102	1	0	-1	1	Cn1c(CO)nc2cc(N)ccc21
98	-1	99	96	94	98	93	-2	0	0	0	CCOC(=O)C1CCN(S(=O)(=O)c2ccc3[nH]c(=O)c(=O)[nH]c3c2)CC1
103	-6	105	101	98	98	100	-3	-8	-2	-7	Cc1ccc(C(=O)N2CC(=O)Nc3ccccc32)o1
100	-3	99	97	101	105	103	-1	0	0	-4	COc1ccc(C(=S)N2CCCC2)cc1OC
99	-2	99	97	99	100	98	-3	0	0	-2	c1ccc(CNc2ncnc3sc4c(c23)CCC4)nc1
100	-5	103	94	101	98	99	-12	-7	1	-10	O=C(O)Cc1sc(-c2ccc(Cl)cc2)nc1-c1ccccc1
104	-1	100	98	101	96	100	0	-3	1	0	CC1CCCCC12NC(=O)N(CC(=O)Nc1sc3c(c1C(N)=O)CCC3)C2=O (stereo not given)
102	-8	109	102	103	102	103	-5	-8	7	-1	COCCn1nnnc1C(c1cc2ccc(C)cc2[nH]c1=O)N(Cc1ccco1)Cc1cccs1 (stereo not given)
93	-1	103	96	102	102	103	-5	-3	0	-3	Cc1ccc2c(c1)sc(C)[n+]2CCCS(=O)(=O)[O-]
100	-15	101	97	98	96	98	-20	-17	-20	-17	CCCn1c(SCC(=O)N2c3ccc(F)cc3CCC2C)nnc1-c1ccccn1 (stereo not given)
102	-10	100	96	97	95	96	-3	-10	-7	-11	Cc1ccc(NC(=O)CSc2ccc(C(N)=O)cc2[N+](=O)[O-])cc1
102	-6	102	99	101	101	100	-8	-12	-1	0	CSc1ccccc1NC(=O)c1cc(C2CC2)on1
103	-6	107	102	103	103	101	-9	-6	1	-4	O=C(Nc1ccc2c(c1)OC1(CCCC1)O2)C1CC1
95	0	100	97	98	97	99	-1	-4	-6	-5	O=C(NC1CCCCC1)C(c1ccc(F)cc1)N(Cc1ccco1)C(=O)CN1C(=O)c2ccccc2S1(=O)=O (stereo not given)
103	7	105	101	102	102	100	10	-3	10	2	N/C(Cc1cccc2ccccc12)=N\OC(=O)Cc1cccs1
104	-10	111	98	100	100	97	-23	-8	-4	-7	Nc1c(C(=O)NCCc2ccccc2)nnn1Cc1ccccc1
?	-4	?	?	?	?	?	-6	-9	-1	-4	CC(=O)C(Sc1nccc(-c2cccs2)n1)C(C)=O
95	-12	93	95	94	95	91	-12	-8	0	-1	CCC1=Nc2ccccc2-c2nnc(SC)nc2O1
99	2	102	98	100	100	99	-8	-3	1	0	Cc1ccc(NC(=O)C(C)Sc2nnc(-c3cccnc3)n2-c2ccccc2)cc1 (stereo not given)
101	-3	99	99	102	99	103	0	-4	0	-1	CCOc1ccc(-c2nnc3n2N=C(c2ccc(OC)cc2)CS3)cc1
93	-5	93	92	93	100	94	-2	-3	-5	-7	Cc1ccc2[nH]c(=O)c(CN(Cc3cccnc3)C(=S)NCCCN(C)C)cc2c1
101	-1	102	99	102	102	100	2	-3	0	-2	COc1ccc(CNC(=O)C(c2ccc(C)o2)N(Cc2cccs2)C(=O)Cc2cccs2)cc1 (stereo not given)
96	1	98	93	98	102	94	13	-17	-2	-3	CC1(C)CC2(CC(c3ccccc3F)c3ccc(O)c(O)c3O2)NC(=S)N1 (stereo not given)
102	-9	108	99	103	100	102	-12	-7	0	-6	CCOc1ccc(CNC(=O)C2CC(=O)N(C3CCCC3)C2)cc1OC (stereo not given)
103	3	106	102	103	103	102	2	0	-1	0	COc1ccc2cc3cc(C(=O)NC(C)C)oc3nc2c1
98	-3	97	97	97	98	98	0	-2	0	0	Cc1ccc(CN2CCN(/N=C/c3cc(Br)ccc3O)CC2)cc1

Continued, overlapping the part above by three compounds.
Cdc42 wt	Bim-Bcl-2	Rac1 wt GTP bind	Rac1 mut GTP	HRas wt GTP	Rab7 wt modul	Rab2 wt GTP	Bim-Bfl-1	Bcl-B Bim block	Bcl-W Bim block	Bcl-XL Bim block	smiles
102	-9	108	99	103	100	102	-12	-7	0	-6	CCOc1ccc(CNC(=O)C2CC(=O)N(C3CCCC3)C2)cc1OC (stereo not given)
103	3	106	102	103	103	102	2	0	-1	0	COc1ccc2cc3cc(C(=O)NC(C)C)oc3nc2c1
98	-3	97	97	97	98	98	0	-2	0	0	Cc1ccc(CN2CCN(/N=C/c3cc(Br)ccc3O)CC2)cc1
99	-5	99	95	98	100	96	-5	-12	-2	0	Cc1ccc(C)c(-n2c(-c3csc(C)c3)n[nH]c2=S)c1
104	-5	104	98	101	101	100	-20	-11	-4	-8	Cc1onc(-c2c(F)cccc2Cl)c1C(=O)Nc1nc2c(s1)CCCC2
89	-6	95	96	90	95	86	-1	0	2	3	O=C(Nc1ccc(-c2cn3ccsc3n2)cc1)c1ccc(F)c(S(=O)(=O)N2CCOCC2)c1
102	1	100	101	104	100	102	1	0	0	1	CNC(=S)N1CCN(c2ccc([N+](=O)[O-])cc2)CC1
94	53*	96	94	90	90	88	16	28	18	9	COc1ccc(/C=C2\SC(=O)NC2=S)cc1OC
96	1	96	93	95	104	99	-6	-1	0	-3	Cc1ccnc(NC(=O)Nc2cccc(F)c2)n1
99	-9	104	100	99	103	100	-17	-9	-2	-9	Cc1nc2ccc(F)cc2cc1C(=O)NCC1CCCO1 (stereo not given)
97	0	96	97	98	101	99	-5	0	0	0	Cc1cc(Nc2nnnn2-c2ccccc2)n(-c2ccccc2)n1
108	0	104	100	108	101	105	-5	-3	2	2	COc1cc(=O)[nH]c(=O)n1C(=O)Cc1ccccc1

Compounds were not picked by outcome. About 0.62% of those tested had a hit in this group.
